Screening results as filed in PubChem BioAssay.
TNAP inh pNP: human TNAP enzyme inhibitors, primary screen, biochemical, colorimetric, p-nitrophenol readout; Alkaline phosphatase, tissue-nonspecific isozyme (Homo sapiens), P05186; purified TNAP, pNPP hydrolysis, absorbance 405 nm; inhibition, % at 20 µM; 21,000 tested, under 10 active; AID 615, 2007;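 further: 0% = DMSO only wells and 100% = 1 mM levamisole wells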
Target sequence (P05186 whole entry, looked up): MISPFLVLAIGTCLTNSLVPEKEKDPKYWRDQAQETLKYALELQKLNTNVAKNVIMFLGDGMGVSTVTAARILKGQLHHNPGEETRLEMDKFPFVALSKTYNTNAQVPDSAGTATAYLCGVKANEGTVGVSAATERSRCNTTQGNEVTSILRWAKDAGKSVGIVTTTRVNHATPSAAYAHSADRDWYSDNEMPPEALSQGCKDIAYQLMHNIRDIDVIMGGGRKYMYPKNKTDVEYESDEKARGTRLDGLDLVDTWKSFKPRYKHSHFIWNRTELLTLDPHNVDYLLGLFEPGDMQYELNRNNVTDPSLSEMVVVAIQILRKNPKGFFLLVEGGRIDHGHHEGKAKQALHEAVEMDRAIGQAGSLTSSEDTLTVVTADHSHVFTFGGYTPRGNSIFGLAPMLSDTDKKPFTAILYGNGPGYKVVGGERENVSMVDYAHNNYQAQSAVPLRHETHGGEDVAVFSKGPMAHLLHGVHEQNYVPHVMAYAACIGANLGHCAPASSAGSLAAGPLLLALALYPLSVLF
TNAP inh Pi: human TNAP enzyme inhibitors, primary screen, biochemical, colorimetric, phosphate release readout | Alkaline phosphatase, tissue-nonspecific isozyme (Homo sapiens), P05186 | purified TNAP, pNPP, malachite green phosphate absorbance | inhibition, % at 20 µM | 21,000 tested, under 10 active
* marks the source's active call; other numbers are inactive results.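 How the source made its calls: active means inhibition above 50% at the 20 µM single-dose screen; inactive means the rest.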 This is a subset (hit frequency here may not be typical).

entry	SMILES	TNAP inh Pi	TNAP inh pNP
1	COc1ccccc1Oc1ccc2c(c1)C(=O)N(c1cccc(O)c1)C2=O	13	6
2	CN(Cc1nnc(SCC(=O)NCCc2ccccc2)n1C)S(=O)(=O)c1ccccc1	8	3
3	O=C(CN1C(=O)c2ccccc2C1=O)NCc1ccccn1	8	1
4	COc1cccc2cc(C(=O)N(C)C3CCN(C)CC3)c(=O)oc12	18	2
5	O=C(NCc1ccc2c(c1)OCO2)c1c(F)c(F)c(F)c(F)c1F	10	10
6	COc1ccc(C)cc1S(=O)(=O)N(C)CC(N)=O	1	9
7	CC(=O)Nc1nc(C)nc(-c2ccccc2)c1C(C)=O	7	1
8	CC1Cn2c(nc3c2c(=O)[nH]c(=O)n3C)O1 (centres undefined)	8	6
9	Cc1nc2nc[nH]n2c(=O)c1CCC(C)C	9	2
10	c1ccc(SCc2nc3ccccc3[nH]2)nc1	0	0
11	Cc1cc(C)nc(N2CCCC(C(=O)NC3CCCC3)C2)n1 (centres undefined)	-5	-9
12	CCOC(=O)c1c(C)[nH]c(NC(=O)N2CCOCC2)c1C	8	4
13	COC(=O)Cc1c(C)c2ccc(OC(=O)c3ccco3)cc2oc1=O	4	2
14	O=C(NCCC1=CCCCC1)c1ccc(Br)o1	8	0
15	O=C(Nc1ccc(O)cc1)c1cc2n(n1)C(C(F)(F)F)CC(c1ccco1)N2 (centres undefined)	17	-1
16	CCNS(=O)(=O)c1ccc(NC(=O)Nc2cccc(OC)c2)cc1	5	2
17	O=C(CN1CCN(C2CCCCC2)CC1)NCCC1=CCCCC1	11	5
18	Cc1nn(Cc2ccccc2)c2sc(C(=O)N3CCN(Cc4ccc5c(c4)OCO5)CC3)cc12	0	2
19	CN(C)C(=O)CN1C(=O)C2CC=C(Cl)CC2C1=O (centres undefined)	-6	-8
20	COC(=O)CN(C#N)c1nc(SC)nc(N(C)C)n1	6	3

entry	SMILES	TNAP inh Pi	TNAP inh pNP
21	CN(C)CCNC(=O)c1ccc(Cl)s1	13	8
22	CCCC(C(=O)NC1CCCC1)N(CCCN1CCOCC1)C(=O)c1snc(C(N)=O)c1N (centres undefined)	4	2
23	COc1cc(-c2nc(S(=O)(=O)c3ccc(Cl)cc3)c(N3CCOCC3)o2)cc(OC)c1OC	8	1
24	COc1ccc(OC)c(N(CC(=O)NCc2cccnc2)S(C)(=O)=O)c1	7	1
25	CCCCCNC(=O)C(C#N)c1nc2ccccc2nc1N1CC(C)OC(C)C1 (centres undefined)	3	-1
26	CC(=O)N1CCN(C2c3cccc4cccc(c34)C2NS(=O)(=O)c2ccccc2)CC1 (centres undefined)	-15	3
27	O=C(CN(C1CC1)S(=O)(=O)c1ccc(S(=O)(=O)NC2CCCCC2)cc1)Nc1ccccc1	3	-1
28	COc1ccc(NC(=O)CCN2CCCCC2)cc1	14	6
29	O=C(COc1cccc(NC(=O)c2ccco2)c1)c1ccccc1	8	6
30	CCOC(=O)c1cc2occc2n1CC(=O)N1CCN(C(=O)c2ccco2)CC1	14	4
31	Cn1c(SCC(=O)N2CCOCC2)nnc1-c1ccc(Cl)cc1Cl	-1	-1
32	O=C(c1cc2nc(-c3ccco3)cc(C(F)(F)F)n2n1)N1CCc2ccccc2C1	13	6
33	CCOC(=O)CC1=C(C(=O)OCC)C(c2cc(OC)c(OC)cc2OC)C(C#N)=C(N)O1 (centres undefined)	-8	-1
34	N/C(CCCN1CCCCC1)=N/O	-16	2
35	Cc1cc(NC(=O)c2cnn3c(C(F)F)cc(-c4ccccc4)nc23)no1	12	8
36	O=C(O)c1cc(NCc2c(F)cccc2Cl)ccc1N1CCOCC1	-7	-13
37	O=C(c1cc2ccccc2oc1=O)N(Cc1ccco1)C1CCS(=O)(=O)C1 (centres undefined)	9	3
38	COc1cccc(OC)c1-c1nn2c(-c3ccccc3Cl)nnc2s1	0	0
39	Cc1cc(C)nc(N2CCC(C(=O)NC3CCCc4ccccc43)CC2)n1 (centres undefined)	11	0
40	Cc1ccc(S(=O)(=O)NCCCNC(=O)c2ccccc2)cc1	1	3

entry	SMILES	TNAP inh Pi	TNAP inh pNP
41	COc1ccc(Cl)cc1C(=O)Nc1ccccc1N1CCN(C)CC1	11	7
42	CCOC(=O)c1c(C)n(C)c2ccc(OC(=O)c3ccoc3)cc12	8	5
43	COc1ccc(S(=O)(=O)N(C)CC(=O)N2CCC(C(N)=O)CC2)cc1	8	-3
44	N#Cc1cc(C(=O)c2cc(Br)ccc2O)cn(C2CC2)c1=O	10	2
45	O=C(C1CCCCC1)N1CCN(c2ccccc2F)CC1	9	8
46	CCOC(=O)Nc1cc(C)ccc1OC	9	1
47	COCc1nc2ccccc2n1Cc1ccccc1Br	2	3
48	COc1cc(S(=O)(=O)Nc2ncccc2C)c(OC)cc1Cl	-12	1
49	O=c1[nH]c(=O)n(Cc2ccco2)c2c1C(C(F)(F)F)(C(F)(F)F)N=C(c1ccco1)N2	6	2
50	O=C1CC(C(=O)Nc2ncccn2)C(c2ccccc2)O1 (centres undefined)	0	0
51	CCOC(=O)c1c(P(=O)(N2CCOCC2)N2CCOCC2)noc1N	12	6
52	O=C(c1ccccc1F)N1CCN(S(=O)(=O)c2ccc(S(=O)(=O)N3CCCCC3)cc2)CC1	8	2
53	COc1ccc(Cl)cc1S(=O)(=O)NCc1cccs1	6	6
54	CCOc1ccc2nc(S(N)(=O)=O)sc2c1	1	7
55	COc1cc(CNC2CCCC2)cc(OC)c1OC	10	4
56	O=S1(=O)CC(O)C(N2CCC(c3ccccc3)CC2)C1 (centres undefined)	12	7
57	CN1C(=S)SC(C)(C)C1NO (centres undefined)	9	-4
58	N#Cc1c(NC(=O)CSc2ncnc3sccc23)oc(-c2ccco2)c1-c1ccco1	5	2
59	Cc1ccc2[nH]c(=O)c(COC(=O)c3ccccn3)cc2c1	6	2
60	CC1(C)NC(=O)N(CCCSc2ccc(Cl)cc2)C1=O	-31	-4

entry	SMILES	TNAP inh Pi	TNAP inh pNP
61	CN1CCc2cc3c(c4c2C1CC41CCC(=NO)CC1)OCO3 (centres undefined)	7	2
62	CCN(CC)C(=O)CSc1nnc(-c2cnccn2)n1-c1ccc(C)cc1	3	5
63	C=CCN1CN(S(=O)(=O)c2cccs2)c2nc3ccccc3nc21	12	4
64	N[C@@H](C(=O)N[C@@H]1C(=O)N2C(C(=O)O)=C(Cl)CS[C@H]12)c1ccccc1	-10	2
65	N#Cc1nc(-c2ccc(OCc3ccccc3)cc2)oc1NCCCn1ccnc1	10	5
66	CN(C)CCNC(=O)C(C(=O)c1ccc(F)cc1)n1ccccc1=O (centres undefined)	2	-5
67	O=C(O)c1ccccc1S(=O)(=O)c1ccccc1CO	14	3
68	Cc1ccc(C(C)C)c(OCC(O)CN2CC(C)OC(C)C2)c1 (centres undefined)	8	6
69	CC1(C)Cc2c(sc(NC(=O)c3ccco3)c2C#N)CO1	7	1
70	Cc1ccc(-c2csc3ncnc(Sc4nnc(CN5CCCCCC5=O)o4)c23)cc1	12	-1
71	CCCCOC(=O)c1ccc(NC(=O)c2cnccn2)cc1	8	4
72	CC(=O)c1cc2c(=O)c3ccccc3oc2nc1C	0	0
73	Cc1c(/C(O)=C2\C(=O)C(=O)N(CCCN(C)C)C2c2ccccc2)cnn1-c1ccccc1 (centres undefined)	7	0
74	COC(=O)c1ccc(OCC(=O)c2ccc(O)cc2O)cc1	7	5
75	O=C(Nc1ccc(Oc2ccc(NC(=O)c3ccco3)c(NC(=O)c3ccco3)c2)cc1)c1ccco1	0	-2
76	COc1cccc(C(c2nnnn2CS(=O)(=O)c2ccc(C)cc2)N2CCN(C)CC2)c1OC (centres undefined)	0	-2
77	COc1cc2c(cc1OC)CN(C(=O)c1ccccc1C(=O)O)CC2	8	1
78	Cc1ccc(C(O)c2nccn2C)o1 (centres undefined)	0	6
79	CC(C)OC(=O)C(C#N)c1nc2ccccc2nc1N1CCN(Cc2ccc3c(c2)OCO3)CC1 (centres undefined)	0	0
80	c1ccc(-c2ccc(C(c3ccccc3)n3ccnc3)cc2)cc1 (centres undefined)	7	2

entry	SMILES	TNAP inh Pi	TNAP inh pNP
81	O=C(Cc1cccs1)N1CCC(c2nc3c(nnn3Cc3ccccc3Cl)c(=O)[nH]2)CC1	14	6
82	O=C(CCc1nc2ccccc2[nH]1)Nc1ccc(F)cc1	0	0
83	Cc1cc(NC(=O)CSc2nc(C(C)C)nc3sc4c(c23)CCCC4)no1	9	0
84	CCC(CC)n1[nH]c(=O)cc1N	8	2
85	Nc1nc(SCC(=O)N2CCCc3ccccc32)[nH]c(=O)c1-c1ccccc1	17	2
86	COCCSc1ccccc1C(=O)Nc1nnc(C)s1	0	0
87	COc1ccc(Cl)cc1NC(=O)CSc1nnc(-c2ccncc2)n1CC1CCCO1 (centres undefined)	10	3
88	O=C(Nc1ccccc1-c1nnn(CC(=O)N2CCCc3ccccc32)n1)c1ccco1	2	-1
89	CCOc1ccccc1NC(=O)N1CCC(n2nnc3cc(C)ccc32)CC1	1	5
90	CC(C)(C)C(=O)[C@@H]1[C@@H]2C(=O)N(c3ccc4c(c3)OCCO4)C(=O)[C@@H]2C2c3ccccc3C=CN21 (some centres undefined)	13	7
91	C=CCOc1nc2c(c(=O)n(Cc3ccc(Cl)cc3)c(=O)n2C)n1C	9	4
92	CC(=O)OCC(=O)[C@@]12OC3(CCCC3)O[C@@H]1C[C@H]1[C@@H]3CCC4=CC(=O)C=C[C@]4(C)[C@@]3(F)[C@@H](O)C[C@@]12C	7	2
93	Cc1nnc(N2CCCCC2)c2ccccc12	-9	0
94	CCN(CC)CCN1C(=O)C(O)=C(C(=O)c2cccs2)C1c1ccccn1 (centres undefined)	14	6
95	Cc1ccc(C2C(C#N)=C(N)Oc3n[nH]c(-c4cccs4)c32)s1 (centres undefined)	12	3
96	O=C(NCc1ccc2c(c1)OCO2)c1ccc2c(c1)C(=O)N(CC1CCCO1)C2=O (centres undefined)	10	-1
97	Cc1c(Nc2nc3ccccc3nc2N2CCN(c3ccccc3)CC2)c(=O)n(-c2ccccc2)n1C	13	6
98	CCC(C)(C)n1nnnc1C(c1ccc(N(C)C)cc1)N1CCN(C2CCCCC2)CC1 (centres undefined)	-18	5
99	O=C(c1ccccc1)N1CCCOC1c1ccccc1 (centres undefined)	14	3
100	O=S1(=O)CCC(NCC2CCCO2)C1 (centres undefined)	20	6

Record cards, from the list above. Screens in order: TNAP inh Pi | TNAP inh pNP
`CCC(CC)n1[nH]c(=O)cc1N` is listed as 8 | 2
`CCN(CC)CCN1C(=O)C(O)=C(C(=O)c2cccs2)C1c1ccccn1` (centres undefined) is listed as 14 | 6
`O=C(c1ccccc1)N1CCCOC1c1ccccc1` (centres undefined) is listed as 14 | 3
`CC(C)(C)C(=O)[C@@H]1[C@@H]2C(=O)N(c3ccc4c(c3)OCCO4)C(=O)[C@@H]2C2c3ccccc3C=CN21` (some centres undefined) is listed as 13 | 7
`C=CCOc1nc2c(c(=O)n(Cc3ccc(Cl)cc3)c(=O)n2C)n1C` is listed as 9 | 4

More structures.
entry	SMILES	TNAP inh Pi	TNAP inh pNP
101	COC(=O)c1cc(Br)c(=O)n(-c2nccs2)c1	7	2
102	COc1cc(C)nc(Oc2ccc(OCCOc3ccc(C)cc3)nn2)n1	7	1
103	Clc1ccccc1-c1nn2c(-c3ccccn3)nnc2s1	12	6
104	Cc1ccc(NC(=O)C(C)N2C(=O)C3CC=C(Cl)CC3C2=O)cc1 (centres undefined)	-18	1
105	CCC(=O)n1nc(-c2ccccc2)nc1NCc1ccccc1	0	-10
106	COC(=O)c1cc(Br)c(=O)n(Cc2ccncc2)c1	-63	-31
107	O=C(c1ccccc1)N(CCN1CCOCC1)C1(C(=O)Nc2ccccc2)CCCCC1	-7	-8
108	O=C(NCc1ccccc1)c1cccc(NC(=O)c2ccco2)c1	9	4
109	O=C(NCc1cn2ccsc2n1)Nc1cccc(Cl)c1	0	0
110	COc1cc(NS(=O)(=O)c2ccc(NC(=O)COc3ccccc3C)cc2)nc(OC)n1	-4	-16
111	Cc1cc(NC(=O)CCCC(=O)N(CC(=O)NC2CCCCC2)c2ccccc2)no1	5	1
112	CCC(=O)Nc1ccc(C(=O)Cn2nc(C(=O)O)c3ccccc3c2=O)cc1	18	1
113	O=C(Nn1cnnc1)c1ccccc1-c1ccccc1	9	4
114	CCCCOC(=O)Nc1ccc(S(=O)(=O)Nc2nc(C)cc(C)n2)cc1	3	1
115	O=C(NC1CCCC1)C(c1ccccn1)N(C(=O)c1csnn1)C1CC1 (centres undefined)	11	4
116	COc1ccc(N2CCN(C(=O)Cc3nn(C)c(=O)c4ccccc34)CC2)cc1	16	6
117	O=C(Nc1nnc(COc2ccccc2)s1)c1ccco1	3	-2
118	N#Cc1nc(COc2ccc(Br)cc2)oc1NCCCn1ccnc1	12	7
119	Cc1nc(NC(C)c2ccccc2)c2oc3ccccc3c2n1 (centres undefined)	3	4
120	COc1ccc(Nc2nccc3c2nnn3C)cc1	18	6

entry	SMILES	TNAP inh Pi	TNAP inh pNP
121	CCOC(=O)N1CC=C2C(C#N)=C(N)C(C#N)(C#N)[C@H](c3ccccc3OCC)[C@H]2C1	5	1
122	N#CC(C#SN)=C1CCCCC1	15	8
123	CNC(=O)CCC(=O)Nc1ccc(C(=O)OC)cc1	-9	-17
124	CCCc1cc2c(=O)c(-c3ccccn3)coc2cc1OC	0	0
125	O=C1CCCC/C1=C\Nc1ccc(O)cc1	5	-2
126	COC(=O)c1cc(C(=O)OC)cc(N2C(=O)CN=C2Nc2nc(C)cc(C)n2)c1	-14	2
127	O=C(Nc1nc(NC(=O)c2ccco2)n(-c2ccccc2)n1)c1ccccc1	5	0
128	Cc1cc2c(c(N)n1)c(=O)oc1ccccc12	14	4
129	CCOc1ccc2nc(NCCNC(=O)C3CC3)c(C)cc2c1	8	-1

For reference, some entries already given:
entry	SMILES	TNAP inh Pi	TNAP inh pNP
42	CCOC(=O)c1c(C)n(C)c2ccc(OC(=O)c3ccoc3)cc12	8	5
43	COc1ccc(S(=O)(=O)N(C)CC(=O)N2CCC(C(N)=O)CC2)cc1	8	-3
